Screens from PubChem.
FadD28 FP inh = blocks FadD28 binding to the bisubstrate probe; fluorescence polarization; inhibition, % at 12.5 µM; actives 0.22% (n = 360,000); AID 588549; in the data active means inhibition above about 8.5%, passing the limit was not always enough; inconclusive means no clear call, values can overlap the other calls
BioA inh = blocks M. tuberculosis BioA enzyme activity; inhibition, % at 9.99 µM; purified M. tuberculosis BioA enzyme, plate reader; actives 0.096% (n = 360,000); in the data active means inhibition above about 40%; inconclusive means no clear call, values can overlap the other calls
GDH-TPI inh = inhibits GDH-TPI coupling enzymes, artifact for Mtb FBA screen; GDH-TPI coupled enzyme counterscreen, NADH absorbance; inhibition, % at 4.8 µM; actives 1.2% (n = 360,000); in the data active means inhibition above about 30%;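 further: 0% = DMSO wells and 100% = wells lacking the enzyme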
BoNT-F LC inh = inhibitors of Botulinum neurotoxin F light chain protease; Multiplex microsphere protease cleavage assay, flow cytometry; inhibition, % at 10 µM; actives 0.22% (n = 360,000); AID 588497; in the data active means inhibition above about 35%, passing the limit was not always enough; inconclusive means no clear call, values can overlap the other calls; further: plate controls were buffer without enzyme for full effect and enzyme alone for no effect
BoNT-A LC inh2 = BoNT A light chain protease inhibition; multiplex microsphere protease substrate cleavage, flow cytometry; inhibition, % at 10 µM; actives 0.17% (n = 360,000); AID 588499; further: plate controls were buffer without enzyme for full effect and enzyme alone for no effect
Anthrax LF inh2 = blocks Bacillus anthracis lethal factor protease | AID 588501 | actives 0.12% (n = 360,000) | multiplex microsphere protease cleavage assay, LF | inhibition, % at 10 µM | P15917; further: plate controls were buffer without enzyme for full effect and enzyme alone for no effect
PfHsp40 yeast = compounds rescuing yeast from Plasmodium falciparum HSP40 toxicity; S. cerevisiae expressing PfHsp40, growth rescue, ATP luminescence; growth rescue, % at 12.5 µM; actives 0.68% (n = 340,000); in the data active means growth rescue above about 28%, passing the limit was not always enough; inconclusive means no clear call, values can overlap the other calls;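 further: yeast W303a lacking pdr1 and pdr3 grown in galactose medium; growth measured after three days at 30 °C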
Mtb FBA inh = Mtb fructose-bisphosphate aldolase inhibition; P9WQA3; AID 588726; inhibition, % at 1 µM; purified M. tuberculosis FBA, fluorescence read-out; actives 2.3% (n = 360,000); in the data active means inhibition above about 27%;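 further: 0% = vehicle and 100% = reference inhibitor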
Target sequence (P9WQA3 whole entry, looked up): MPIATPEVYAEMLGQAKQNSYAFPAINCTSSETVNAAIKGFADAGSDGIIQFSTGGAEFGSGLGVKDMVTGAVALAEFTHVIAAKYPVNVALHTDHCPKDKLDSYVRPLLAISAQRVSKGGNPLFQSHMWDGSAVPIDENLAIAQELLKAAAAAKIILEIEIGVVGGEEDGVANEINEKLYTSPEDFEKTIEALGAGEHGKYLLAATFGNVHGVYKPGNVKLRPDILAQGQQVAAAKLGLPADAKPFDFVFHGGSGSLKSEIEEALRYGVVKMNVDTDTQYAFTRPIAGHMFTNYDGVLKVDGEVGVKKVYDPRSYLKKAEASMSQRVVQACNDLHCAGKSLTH
UGM FP inh = blocks M. tuberculosis UGM enzyme; purified UGM, fluorescence polarization probe displacement; inhibition, % at 10 µM; actives 0.06% (n = 320,000); in the data active means inhibition above about 10%, passing the limit was not always enough; inconclusive means no clear call, values can overlap the other calls
Target sequence (P9WIQ1 whole entry, looked up): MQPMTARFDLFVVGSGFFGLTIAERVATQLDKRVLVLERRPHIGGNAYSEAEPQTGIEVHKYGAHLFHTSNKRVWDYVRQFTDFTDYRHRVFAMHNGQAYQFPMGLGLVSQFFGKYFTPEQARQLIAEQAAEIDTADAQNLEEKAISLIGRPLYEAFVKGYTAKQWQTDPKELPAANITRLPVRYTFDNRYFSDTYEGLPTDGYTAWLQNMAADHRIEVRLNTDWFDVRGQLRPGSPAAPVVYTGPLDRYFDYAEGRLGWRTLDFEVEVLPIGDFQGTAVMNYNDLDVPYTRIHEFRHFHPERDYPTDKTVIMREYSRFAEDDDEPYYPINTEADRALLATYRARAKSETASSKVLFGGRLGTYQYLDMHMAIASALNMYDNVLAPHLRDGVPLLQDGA
* hit, by the source's call; ? = inconclusive; . = not tested or not shown; & = joins results of further samples. Unless noted, no stated cut-off is given here; in the data, active means inhibition above about 30%; inconclusive means no clear call, values can overlap the other calls; inactive means below that.

SMILES	FadD28 FP inh	BioA inh	GDH-TPI inh	BoNT-F LC inh	BoNT-A LC inh2	Anthrax LF inh2	PfHsp40 yeast	Mtb FBA inh	UGM FP inh
CC(C)(C)NC(=O)NC(=O)COC(=O)CCC1CCCC1	-0.9	3.5	-4	-6	-0.7	-9	0.4	4	2.6
CSC1=NCCN1C(=O)c1cccc(C(F)(F)F)c1	2.2	-0.2	1	8	0.3	3	1.8	-4	-0.1
COc1ccc(-n2c(=O)cc(N3CCN(c4ccccc4)CC3)[nH]c2=O)cc1	-0.6	-3.0	7	-2	0.4	-2	-0.3	4	-2.6
c1ccc(CN2CCC3CC2c2ccc(N4CCOCC4)cc23)cc1 (stereo unspecified)	0.4	-3.8	7	-3	-0.2	-12	.	2	.
Cc1cc(C)c2c(N)c(C(=O)N/N=C/c3cccnc3)sc2n1	-0.4	-0.4	22	-8	1.1	-3	-1.4	1	0.1
Cc1cc(-c2ccc(NC(=O)[C@@H]3CCCC[C@@H]3C(=O)O)c(C)c2)ccc1NC(=O)[C@@H]1CCCC[C@@H]1C(=O)O	-1.2	.	1	-8	-0.3	-2	2.0	-4	5.4
CN(C)S(=O)(=O)c1ccc(Cl)c(C(=O)NNC(=O)Cn2ccc(C(F)(F)F)n2)c1	-3.3	1.6	-6	-11	-4.4	1	-1.6	-2	.
Cc1ccc(S(=O)(=O)NCCC(=O)NCCOc2ccccc2)cc1	-3.7	-0.5	-6	-14	-3.0	-6	-0.7	0	.
CCCN(CCC)CCCNC(=O)c1cc2c(-c3ccc(OC)c(OC)c3)nn(C)c2s1	-1.9	3.6	11	6	1.0	-13	0.3	3	-1.6
CC(=O)c1cccc(NC(=O)CCCCCn2nnc3ccccc3c2=O)c1	-0.1	-0.1	7	-5	-0.2	-1	-1.2	0	-0.3
COc1ccc(C)cc1NS(=O)(=O)c1ccc(Br)s1	-5.6	-0.7	-2	-8	-0.8	-1	-2.6	-3	-1.8
COc1ccc(Cl)cc1NC(=S)NNC(=O)c1cccnc1	0.6	.	12	-1	-0.2	-4	2.6	-2	-1.1
O=C(O)c1cccc(NC(=O)c2ccc(COc3ccc(Cl)cc3)cc2)c1	-2.7	0.9	8	.	.	.	-0.2	0	1.0
Nc1cccc2c1C(=O)N(C(=O)/C=C/c1ccc(F)cc1)C2=O	-1.8	-1.2	16	0	1.0	-1	2.7	-1	2.6
Cc1ccc(C(=O)NCC(=O)OCC(=O)c2ccc3c(c2)NC(=O)CO3)cc1C	-2.7	.	-5	-3	0.7	-6	0.7	1	-0.2
CC(OC(=O)c1ccc(-n2cnnn2)cc1)C(=O)Nc1ccc(F)c(F)c1F (stereo unspecified)	-1.0	-1.5	2	8	4.0	-8	-0.9	1	-0.3
Cc1ccc(C(=O)Nn2cnnc2)cc1S(=O)(=O)N1CCOCC1	0.1	-1.2	-4	-1	-1.9	-9	-1.2	5	2.4
CC1(C)CC(=O)C2=C(C1)NC(Nc1nc3ccccc3o1)=NC2c1ccccn1 (stereo unspecified)	-3.0	-0.3	44*	-4	-0.4	-2	-0.6	-2	1.0
O=C1CC2(CCN(C(=O)c3ccc([N+](=O)[O-])cc3)CC2)Oc2ccccc21	-1.2	24	10	14	4.0	-2	-0.3	13	6.5
O=C(OC1CCOC1=O)c1cc(-c2cccc(Br)c2)nc2ccccc12 (stereo unspecified)	-3.3	.	1	0	0.0	1	0.5	1	1.0
CC(Oc1ccc(Cl)cc1Cl)C(=O)NCCN1CCOCC1 (stereo unspecified)	0.0	.	1	3	0.7	-2	1.3	-2	-0.5
CSC1=C(C#N)C(c2ccc3c(c2)OCO3)C2=C(CCCC2=O)N1 (stereo unspecified)	-4.0	4.8	-4	0	0.5	0	0.2	1	-0.1
O=C(NC1=NCCS1)c1cccc(N2C(=O)c3ccccc3C2=O)c1	0.3	.	2	0	0.1	-4	-1.0	4	1.0
CCOC(=O)c1cccc(NC(=O)CCc2nnc3ccc(N4CCN(C)CC4)nn23)c1	-3.3	-0.7	3	-3	0.1	0	0.1	1	-1.5
S=C1NC[C@H](Cc2ccccc2)N1CCCCC1CCCCC1	-2.2	-0.2	4	-11	-0.1	2	64*	-2	-2.0
O=C(C[C@H]1C/C=C\C[C@H](NC(=O)OCC2c3ccccc3-c3ccccc32)C(=O)OC[C@@H]2CCCN2C1=O)NCCO	-3.6	-0.2	11	-8	-0.3	6	-0.3	-4	6.3
COc1cc2c(cc1OC)C(C)N(S(=O)(=O)c1cn(C)cn1)CC2 (stereo unspecified)	0.8	8.2	1	9	0.3	0	.	2	-2.5
COc1ccc2oc(C(=O)NCc3ccccc3CN3CCCC3)c(C)c2c1	-2.8	2.0	1	-14	-0.3	-7	-0.6	18	0.7
COc1ccc(NC(=O)C2=CC(c3ccc(OC)c(OC)c3)=NS(=O)(=O)N2C)cc1	-1.1	1.4	33*	-8	-0.5	-7	-0.4	-1	-1.3
Cc1c(Cl)cccc1NC(=O)CSc1ncnc2c1cnn2CCc1ccccc1	-2.4	-1.4	3	-1	1.0	-1	-0.1	-2	2.7
CCCC(=O)n1nc(-c2ccco2)nc1SCc1ccccc1	0.5	-0.6	7	-6	-0.8	-8	-0.5	-1	-4.1
Cc1ccnc(NC(=O)Nc2ccc(F)cc2)c1	-0.2	-0.8	-1	-8	-0.3	4	0.5	1	1.2
Nc1nonc1-n1nnc(C(=O)N/N=C/c2ccc(OCc3ccccc3F)cc2)c1CNc1ccccc1	-1.7	-1.1	7	9	0.4	-3	-1.0	0	-0.8
C[C@H](CO)N1C[C@H](C)[C@@H](CN(C)C(=O)NC2CCCCC2)Oc2ccc(NS(=O)(=O)c3ccc(F)cc3)cc2C1=O	0.0	-0.6&1.5&0.6	9	2	0.7	2	-1.5	0	-0.6
CC(C)c1ccc(S(=O)(=O)N2CCN(C(=O)C3CCCCC3)CC2)cc1	-3.1	0.4	1	-3	-0.3	1	1.6	-1	3.0
O=C(NCC1CCCO1)C1CC(=O)N(C2CCCC2)C1 (stereo unspecified)	-2.2	0.4	0	5	0.8	-2	0.3	1	-1.7
COc1cc(C2c3sc(=O)[nH]c3SC3C(=O)N(c4ccc(C)cc4)C(=O)C32)ccc1O (stereo unspecified)	0.5	-0.2	-1	-8	-1.6	1	-0.3	-3	3.5
Oc1oc(-c2ccc(Br)cc2)nc1/C=N/c1ccccn1	-3.1	.	8	-2	-0.6	1	0.6	-3	-0.2
CCOc1ccc(Nc2nc3c(c(=O)[nH]2)CCCC3)cc1	-1.7	.	6	3	0.0	-3	0.5	-3	1.0
CC(=O)c1cc2c(cc1N/C(=N/S(=O)(=O)c1ccc(Br)cc1)c1ccccc1)OCO2	2.8	-2.5	-4	-3	0.6	3	-0.8	7	-1.2
CC1(C)CC(=O)C(C=NCCN2CCN(C(=O)c3ccc(Br)cc3)CC2)=C(O)C1	-0.9	0.3	-10	-27	-2.0	-7	2.3	3	3.1
O=C(CCSCc1cccc(Cl)c1)NCCc1ccccc1	-2.8	.	7	-7	-0.8	-1	13	1	0.2
CC(=O)N1CCC(C(=O)Nc2ccccc2)(N(Cc2ccccc2)C(=O)c2cccnc2)CC1	-4.2	-3.0	2	-2	0.1	-7	-1.5	-4	-3.0
C=CCOn1c(=O)c(-c2ccc(C)cc2)[n+]([O-])c2ccccc21	-2.8	-1.1	3	10	-0.4	4	-0.4	0	-0.9
O=C(CSc1nnc(CNC(=O)c2ccco2)o1)Nc1ccc(Cl)cc1	-0.6	.	6	2	-0.8	1	1.3	0	-3.0
NC1=NC(c2cn(-c3ccccc3)nc2-c2cccs2)n2c(nc3ccccc32)N1 (stereo unspecified)	-5.9	-1.3	8	2	-0.4	-2	0.5	0	0.2
Cc1noc(C)c1COc1ccccc1C(=O)N1CCN(S(=O)(=O)c2ccc(F)c(F)c2)CC1	-2.4	-0.9	13	-2	-0.2	2	-0.8	3	.
O=C(NC1CC2CCCC(C1)N2C(=O)Nc1ccccc1)c1ccccc1 (stereo unspecified)	-0.6	-1.7	-7	8	1.7	-7	0.8	6	-0.1
CCN1C(=O)c2cccc3c(S(=O)(=O)Nc4ccc(O)c(C(=O)O)c4)ccc1c23	-3.7	12	13	3	2.2	-3	0.1	0	-5.8
CC(=O)Nc1ccc(S(=O)(=O)Nc2nc3c(s2)CCCC3)cc1	-1.5	3.9	-11	-8	-0.4	-5	24	2	-0.1
Cc1csc2ncc(C(=O)NCc3ccco3)c(=O)n12	0.1	2.2	24	3	0.3	-2	4.4	35*	-1.1
CCOC(=O)c1ccc(NC(=O)c2ccc(NC(=O)c3ccccc3)cc2)cc1	-1.1	0.2	6	-1	0.0	-2	-1.9	0	0.1
O=C(COC(=O)C12CC3CC(CC(C3)C1)C2)Nc1ccc2[nH]c(=O)[nH]c2c1	1.2	-0.6	2	0	1.7	-2	6.1	2	2.6
O=C(Nc1ccc2nc(C3CC3)n(Cc3ccc(F)cc3)c(=O)c2c1)c1ccco1	-2.3	1.6	13	0	0.8	2	-0.1	-1	-3.3
CC(C)CC(=O)Nc1nc2ccc(S(=O)(=O)N3CCOCC3)cc2s1	1.9	-6.8	-1	-2	0.0	-5	0.3	-1	-2.1
COC(=O)c1sccc1NC(=O)CN(C)NS(=O)(=O)c1ccc(F)cc1	-1.8	-1.5	6	5	-1.6	2	-0.2	27*	0.4
O=C(N/N=C/c1ccccn1)c1cccc(NC(=O)c2ccccc2Cl)c1	-7.0	.	-7	?	-0.4	4	-1.2	-2	-1.6
CCNC(=O)/N=C1/NC(=O)C(C(C)C)O1 (stereo unspecified)	0.2	-2.0	9	0	1.1	5	-0.2	1	-1.0
C#CCOCCOCCOCCNc1nc(N2CCN(C(=O)[C@H](CCCCN)n3cc([C@@H](N)CC(C)C)nn3)CC2)nc(N2CCN(C(=O)[C@H](Cc3cc4ccccc4[nH]3)n3cc([C@@H](N)Cc4ccc(O)cc4)nn3)CC2)n1	-4.9	1.0	-7	-48	0.6	-4	1.1	3	-2.0
O=C(CCC(=O)NC1CCCCCC1)Nc1nnc(C(F)(F)F)s1	-0.7	-1.3	9	6	?	-6	-0.3	-4	0.5

An excerpt from above with just BioA inh, BoNT-F LC inh and Mtb FBA inh.
Compound	BioA inh	BoNT-F LC inh	Mtb FBA inh
Cc1noc(C)c1COc1ccccc1C(=O)N1CCN(S(=O)(=O)c2ccc(F)c(F)c2)CC1	-0.9	-2	3
O=C(NC1CC2CCCC(C1)N2C(=O)Nc1ccccc1)c1ccccc1 (stereo unspecified)	-1.7	8	6
CCN1C(=O)c2cccc3c(S(=O)(=O)Nc4ccc(O)c(C(=O)O)c4)ccc1c23	12	3	0
CC(=O)Nc1ccc(S(=O)(=O)Nc2nc3c(s2)CCCC3)cc1	3.9	-8	2

(more compounds)
SMILES	FadD28 FP inh	BioA inh	GDH-TPI inh	BoNT-F LC inh	BoNT-A LC inh2	Anthrax LF inh2	PfHsp40 yeast	Mtb FBA inh	UGM FP inh
COc1ccc(C)cc1NC(=O)c1ccccc1NS(=O)(=O)c1ccc(Cl)s1	4.4	3.9	16	-10	-0.4	7	?	0	1.7
O=C(Nc1ccc(C(=O)NCc2ccccc2)cc1)C1=CSCCO1	-0.2	2.6	13	-3	-1.4	0	0.7	0	-1.6
Cc1ccc(C(=O)N2CCC(C(=O)c3ccc(F)cc3)CC2)cc1	0.8	1.2	-6	?	4.3	-9	1.6	2	.
COc1cc(/C=C/C(=O)c2ccc(O)cc2)ccc1OCC#N	-7.5	.	28	3	0.4	-3	?	0	5.1
COc1ccccc1N1CCN(C(c2ccccc2)c2nnnn2CCc2ccccc2)CC1 (stereo unspecified)	1.0	-0.9	10	-6	-0.2	-6	2.1	1	3.1
CN1OC[C@@H]2CN[C@H](c3cccc(-c4cc(Cl)cc(Cl)c4)c3)C[C@@H]21	-5.5	1.2	-11	-9	-0.3	0	-0.1	-2	.
N#CCCn1cc(C(=O)O)c(-c2cccc([N+](=O)[O-])c2)n1	0.3	.	-1	4	0.1	5	-0.6	1	2.0
CC1=C(C(=O)N(C)C)CC(CC(=O)NCC2CCCCC2)C(=O)N1Cc1ccccc1 (stereo unspecified)	-3.8	-0.6	-9	-3	0.0	0	.	2	.
